Source: PubChem BioAssay (several laboratories)
SKN-1 inh: C. elegans SKN-1 inhibition; C. elegans VP596 Pgst-4::GFP/RFP ratio, acrylamide-induced, 24 h; inhibition, % at 21.8 µM; 360,000 compounds, 0.49% hits;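 active means interference check ratio from 0.5 to 1.5 plus GFP to RFP signal ratio inhibition reaching or exceeding a fixed threshold, cut at about 30% in these data, passing the limit was not always enough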; further: some compounds called inactive have numbers as strong as hits
SUMO1 PPI mod: alters human SUMO1 binding to SIM partners | P63165 | inhibition, % at 20 µM | SUMO1 binding to a labelled peptide, TR-FRET, 1 h | 360,000 compounds, 0.33% hits; in the data active means inhibition above about 37%
Neddyl block: inhibitors of human cullin neddylation | P61081+Q13564 | TR-FRET cullin neddylation, biochemical | calls only at 25 µM | 360,000 compounds, 0.58% hits; in the data active means inhibition above about 36%
LMPTP block: LMPTP (human) inhibition. recombinant LMPTP-A, OMFP fluorogenic substrate, fluorescence intensity. P24666. AID 651560. 360,000 compounds, 0.22% hits. inhibition, % at 20 µM;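 active means compounds that cut the enzyme signal by at least half of the control window in the single-dose screen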;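 further: plate controls were DMSO wells with enzyme plus substrate for no effect and substrate without enzyme for full effect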
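material = LMPTP-A | quantity = 0.625 nM enzyme | reagent = OMFP substrate, 400 µM final | buffer or medium = Bis-Tris pH 6.0, DTT, detergent | detection = endpoint fluorescence intensity from OMFP dephosphorylation | dosing = single 20 µM dose | read-out basis = % inhibition relative to no-enzyme and uninhibited control wells | control set = no-enzyme and uninhibited controls | timing = 50 min at room temperature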
STEP inh: STEP (human) phosphatase inhibition; AID 588621; 360,000 compounds, 0.25% hits; inhibition, % at 20 µM; P54829; recombinant STEP, OMFP fluorogenic substrate, fluorescence;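 active means inhibition at 20 µM, scaled per plate between control wells, above about 37%, limit read from the data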;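 further: 0% = DMSO with enzyme and substrate and 100% = substrate only without enzyme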
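medium = Bis-Tris buffer pH 6.0, 2.5 mM DTT, 0.005% Tween 20 | test system = STEP (striatal-enriched tyrosine phosphatase) enzyme, cell-free | measure = normalized % inhibition | compound dosing = 20 µM, 1% DMSO | also added = 25 µM OMFP | schedule = reaction 20 min, ambient temperature | measured by = fluorescence read at 480 nm ex / 540 nm em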
CendR NRP1 mod: modulators of CendR peptide binding to human neuropilin-1; AID 602438; inhibition, % at 25 µM; FAM-RPARPAR peptide binding to NRP-1, fluorescence polarization; O14786; 360,000 compounds, 0.85% hits;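 active means inhibition or corrected inhibition above about 18%, plus a signal ratio from 0.5 to 1.5, limit read from the data, passing the limit was not always enough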; further: strong numbers were not always called active
Target sequence (O14786 whole entry, looked up): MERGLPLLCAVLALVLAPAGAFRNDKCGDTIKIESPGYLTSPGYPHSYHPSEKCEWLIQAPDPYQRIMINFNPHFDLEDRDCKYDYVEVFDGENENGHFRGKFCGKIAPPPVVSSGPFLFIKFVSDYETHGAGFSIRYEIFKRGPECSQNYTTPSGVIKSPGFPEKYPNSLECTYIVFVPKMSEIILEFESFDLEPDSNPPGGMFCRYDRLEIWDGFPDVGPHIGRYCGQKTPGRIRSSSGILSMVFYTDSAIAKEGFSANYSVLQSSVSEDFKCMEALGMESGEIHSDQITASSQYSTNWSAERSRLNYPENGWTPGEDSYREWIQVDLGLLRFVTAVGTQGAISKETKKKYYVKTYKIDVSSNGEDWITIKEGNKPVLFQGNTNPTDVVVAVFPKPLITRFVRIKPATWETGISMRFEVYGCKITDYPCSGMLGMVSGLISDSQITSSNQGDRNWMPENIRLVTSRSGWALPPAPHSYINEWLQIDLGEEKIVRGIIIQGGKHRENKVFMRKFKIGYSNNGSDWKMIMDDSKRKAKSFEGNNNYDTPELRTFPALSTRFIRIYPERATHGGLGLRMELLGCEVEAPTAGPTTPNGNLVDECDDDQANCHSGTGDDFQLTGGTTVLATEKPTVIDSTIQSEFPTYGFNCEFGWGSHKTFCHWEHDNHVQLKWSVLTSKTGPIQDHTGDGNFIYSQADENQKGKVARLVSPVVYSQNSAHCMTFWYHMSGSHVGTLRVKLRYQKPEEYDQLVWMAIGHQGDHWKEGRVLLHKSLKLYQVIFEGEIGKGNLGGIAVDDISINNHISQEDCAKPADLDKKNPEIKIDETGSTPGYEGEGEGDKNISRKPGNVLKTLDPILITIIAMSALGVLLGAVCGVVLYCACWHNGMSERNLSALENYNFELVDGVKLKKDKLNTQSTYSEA
DNMT1 inh: DNMT1 (human) enzyme inhibition; P26358; DNMT1 molecular beacon, Hinp1I cleavage, fluorescence; inhibition (reported as % activation of signal), % at 10 µM; 360,000 compounds, 0.83% hits; AID 588458; in the data active means inhibition above about 50%
Tb MetRS inh: Trypanosoma brucei MetRS inhibition. 360,000 compounds, 0.4% hits. inhibition, % at 11.9 µM. purified T. brucei MetRS, ATP depletion, Kinase-Glo luminescence;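 active means inhibition above a per-plate cutoff of the control wells' mean inhibition plus 3 SD, cut at about 5.5% in these data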;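 further: 0% = DMSO wells median and 100% = median of wells with control inhibitor compound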
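Assay system: T. brucei methionyl-tRNA synthetase, purified | Medium: HEPES buffer with MgCl2, KCl, DTT, spermine, BSA, pyrophosphatase | Compound: 11.9 µM single point | Incubation: 15 min enzyme-compound preincubation, 2 h reaction, 10 min detection, 25 °C | Measured by: Kinase-Glo luciferase luminescence reporting remaining unconsumed ATP | Measure: % inhibition normalized to control-well medians | Replication: Singlicate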
NadD block: blocks S. aureus nicotinate mononucleotide adenylyltransferase; purified NadD enzyme, colorimetric absorbance read-out; inhibition, % at 20 µM; 360,000 compounds, 0.78% hits; AID 602399; in the data active means inhibition above about 26%; further: some compounds past the cut are filed as inactive
Scp1 inh: Scp-1 (human) phosphatase inhibition | Q9GZU7 | Recombinant Scp1, phosphopeptide, malachite green phosphate absorbance | inhibition, % at 20 µM | 340,000 compounds, 0.88% hits | AID 493091;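 active means inhibition above about 50% at 20 µM, limit read from the data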;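 further: plate controls were DMSO wells with enzyme for no effect and wells lacking enzyme for full effect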
Target sequence (Q9GZU7 76-261 limits assumed): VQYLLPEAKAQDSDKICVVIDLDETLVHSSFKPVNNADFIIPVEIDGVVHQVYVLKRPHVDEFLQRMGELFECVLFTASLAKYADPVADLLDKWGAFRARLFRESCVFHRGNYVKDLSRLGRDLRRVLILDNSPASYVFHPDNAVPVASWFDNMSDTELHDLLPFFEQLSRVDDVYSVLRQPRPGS
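Times: enzyme reaction 45 min at room temperature, colour 5 min, stabilisation 30 min. Material: SCP-1 catalytic fragment, aa 76-261. Medium: Acidic Tris acetate buffer with magnesium and detergent. Signal: colorimetric free-phosphate detection, absorbance 630 nm. Read-out basis: % inhibition of SCP-1 phosphate liberation. Reagent: Phosphorylated 17-residue peptide substrate.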
* marks the source's active call; other numbers are inactive results; i = inactive; · = not tested or not shown; + = active, no number.

SMILES	SKN-1 inh	SUMO1 PPI mod	Neddyl block	LMPTP block	STEP inh	CendR NRP1 mod	DNMT1 inh	Tb MetRS inh	NadD block	Scp1 inh
CCCCNc1c(-c2cccc(OC)c2)nc2nc(C)cc(C)n12	4	-5	i	0.0	·	-6	·	-0.1	-1	·
CCOc1ccccc1-n1c(N)c(C(N)=O)sc1=S	5	-15	i	-1.2	-5	0	6	-1.1	-2	-2
Cc1cccc(NC(=O)c2ccc3nsnc3c2)c1C	4	-22	i	-2.0	-1	12	2	-0.7	-2	-3
O=C(NNc1nc(Nc2ccccc2)nc(N2CCOCC2)n1)Nc1ccc(Cl)cc1	9	0	i	0.2	1	6	6	-0.6	-1	4
CC1CCC(NC(=O)C2CCC(CNS(=O)(=O)c3ccc4c(c3)C(C)(C)C(=O)N4C)CC2)CC1 (stereo unspecified)	2	4	i	-0.2	2	5	-2	-0.2	2	·
CC1CCCCC1NC(=O)CN1CCN(S(=O)(=O)c2ccc(Br)s2)CC1 (stereo unspecified)	-15	4	i	-0.6	-1	0	1	-0.1	-1	-2
COc1ccc(-c2ccc3c(c2)S(=O)(=O)c2cccc(C(=O)NC4CC4)c2C3=O)cc1OC	11	-19	i	0.7	0	-71	0	0.0	3	-2
COc1ccc(C(=O)NCCCN(C)CCCNC(=O)c2ccc(OC)cc2)cc1	-12	-1	i	-0.4	-2	4	4	-1.3	-5	1
C=CCn1c(O)c2ccc(C(=O)N=NC(=O)c3ccc(F)cc3)cc2c1O	-7	-27	i	-1.2	-2	-4	3	-0.7	2	-1
N#CCCn1cc(CNC2CCC(O)CC2)c2ccccc21 (stereo unspecified)	-10	2	i	-0.7	2	6	2	-0.5	-3	-9
CC1CCCC(C)N1C(=O)COC(=O)c1ccc([N+](=O)[O-])o1 (stereo unspecified)	-16	-36	i	1.1	5	-16	-2	0.6	2	5
COC(=O)C1=CN(Cc2ccc(OC)cc2)C=C(C(=O)OC)C1c1cccs1	7	-9	·	0.0	5	-1	-3	-0.8	-5	-9
CC(=O)Nc1ccc(NC2=Nc3ccccc3N3C2=Nc2c(c(C)nn2-c2ccccc2)C3c2ccccc2)cc1 (stereo unspecified)	17	10	i	5.8	2	82	-3	-1.5	37*	8
Cc1ccc(C(=O)CSc2nc3cc(S(=O)(=O)N4CCOCC4)ccc3o2)cc1	-15	-6	i	-1.0	1	-5	-3	-0.9	-3	3
CC(C)(C)c1ccccc1OCC(=O)Nc1ncn[nH]1	0	-2	i	-0.2	-1	4	-3	-1.6	-2	-4
CCCCn1c(=O)cc(O)c2ccccc21	20	-5	i	-3.4	2	-9	1	0.4	4	0
COc1ccc(C(=O)O/N=C(\N)c2ccccn2)cc1	-8	3	i	1.2	1	16	0	-3.1	0	-7
CCN(CC)C(=O)N1CCN(S(=O)(=O)c2ccc(C)cc2)CC1	-4	-2	i	-0.9	4	-5	-3	0.1	-3	2
O=C(CN1CCN(c2ccc(O)cc2)CC1)NC(=O)NCc1ccco1	4	0	i	1.5	-2	3	-5	0.0	-2	-2
O=C1c2c(Br)c(Br)c(Br)c(Br)c2C(=O)N1c1ccccn1	-6	-388	i	-0.1	1	-2	6	-0.2	0	8
CN(c1ccccc1)S(=O)(=O)c1cccc(C(=O)NCC(c2cccs2)N2CCOCC2)c1 (stereo unspecified)	2	2	i	-1.7	-2	4	6	-0.3	-2	·
CCOCCCNC(=O)CN1CCN(Cc2ccccc2C)C1=O	-7	-1	i	1.1	2	0	0	-0.8	-9	-6
CCCn1c(=O)c(C(=O)NCc2ccccn2)c(O)c2ccccc21	2	4	i	0.9	1	-7	6	0.8	4	0
COC(=O)C1=C(O)/C(=C\c2sccc2C)N=C1C	11	-15	i	-2.3	-2	-3	7	-1.3	1	-3
NC(=O)C1(N2CCCCC2)CCN(Cc2nc(-c3cccs3)no2)CC1	-11	3	i	-1.1	-1	-12	-8	0.0	-10	-7
Additional results.
SMILES	SKN-1 inh	SUMO1 PPI mod	Neddyl block	LMPTP block	STEP inh	CendR NRP1 mod	DNMT1 inh	Tb MetRS inh	NadD block	Scp1 inh
Cc1cc(C(F)F)n2ncc(C(=O)NCc3ccccc3F)c2n1	8	-1	i	-0.4	4	-1	5	-0.3	-2	-1
O=[N+]([O-])c1ccc(Cl)c(/C=N/N2CCN(c3ccccc3)CC2)c1	9	-9	i	1.7	5	-10	-4	-0.3	8	-8
COc1ccccc1NC(=O)Oc1cccc(OC(=O)c2ccccc2)c1	-21	4	i	0.8	-2	4	3	-2.0	-35	-13
COc1ccc(-n2ccnc2SCC(=O)NC2CCCC2)cc1	-7	2	i	-1.8	-3	14	-2	-0.2	4	-6
CCCc1ccccc1OCCNS(=O)(=O)c1cc2c(cc1C)OCC(=O)N2	2	2	i	-0.4	-3	11	1	0.7	-17	3
COCCNC(=O)C(c1ccc(O)cc1)N(C(=O)CCC(=O)Nc1nccs1)c1cccc(C)c1 (stereo unspecified)	-5	-2	i	1.2	-4	-4	-2	-0.4	-1	-1
CCC(C)(C)NC(=O)CN(C(=O)CCC(=O)Nc1cc(C)ccn1)c1ccc2c(c1)OCO2	22	-1	i	-2.4	-1	8	4	-0.9	0	-2
Cc1ccc(/C=N/NC(=O)c2nnn(-c3nonc3N)c2CN(C)c2ccccc2)s1	22	-13	i	4.2	5	2	4	-0.4	22	13
Cc1ccccc1CSc1nn2c(=O)c(C)nnc2s1	4	-3	i	-1.4	1	1	1	0.0	-6	-7
O=C(O)c1ccn[nH]1	-2	2	i	-1.2	-4	-1	-2	0.4	-5	4
Cc1cccc(CCNC(=O)C2CCN(S(=O)(=O)c3c(C)noc3C)CC2)c1	11	2	i	-0.6	6	-1	1	0.8	4	-5
CCOC(=O)c1ccc2[nH]c(C)c(CN3CCN(C)CC3)c(=O)c2c1	24	2	i	-1.1	-3	2	-1	-0.4	1	-7
Cc1ccc(CC(=O)Nc2cc([N+](=O)[O-])ccc2F)cc1	4	-1	i	-0.7	-1	7	0	-0.5	-3	-4
C[C@H](NC(=O)c1cc2c(cn1)[nH]c1ccccc12)C(=O)O	-9	3	+	2.3	90*	-3	1	1.6	0	-13
Cc1cc(NS(=O)(=O)c2ccc(NC(=O)CN3C(=O)c4ccccc4C3=O)cc2)nc(C)n1	-20	-3	i	-0.3	-5	-3	0	-0.7	0	-7
Cc1cccc(/C(N)=N/OC(=O)N2c3ccccc3Sc3ccccc32)c1	12	-5	i	3.0	0	-20	-11	-0.2	10	-9
CCOC(=O)N1CCC2CC1c1cc(-c3cccc(OC)c3)ccc12 (stereo unspecified)	1	4	i	2.6	-2	10	0	-0.5	-3	-8
O=C(NCc1ccco1)C1CCN(C(=O)c2ccc(Cl)cc2Cl)CC1	7	2	i	-0.4	56*	1	-1	0.4	2	5
CCc1ccc(-c2cc(C)no2)cc1S(=O)(=O)N1CCN(c2ccccn2)CC1	6	9	i	5.5	2	14	-10	2.5	9	-2
OC(CCc1ccncc1)COc1ccccc1 (stereo unspecified)	-17	6	i	-2.3	-2	20*	2	-0.2	-3	-3
CCOC(=O)c1cc(C#N)c(SCc2cccc3ccccc23)nc1C	10	-7	i	2.3	0	12	-3	-0.7	-1	-9
CC(C)(C)c1ccc(OCC(=O)N/N=C/C2CC=CCC2)cc1 (stereo unspecified)	-6	5	i	1.1	1	12	1	-0.2	-5	-5
O=C(c1cccc(F)c1)N1CCN(c2cccc(C(F)(F)F)c2)CC1	39*	2	i	-1.3	-3	0	-5	-0.6	-4	6
CCCc1noc2c1C(c1cc(Br)ccc1F)C(C#N)=C(N)N2 (stereo unspecified)	5	14	i	2.2	-3	6	-1	-0.3	2	-6
COCCN1CN=C(NS(=O)(=O)c2ccc(C)cc2)NC1	18	1	i	-0.5	0	-5	2	0.0	5	-2
The results go on:
SMILES	SKN-1 inh	SUMO1 PPI mod	Neddyl block	LMPTP block	STEP inh	CendR NRP1 mod	DNMT1 inh	Tb MetRS inh	NadD block	Scp1 inh
CCOC(=O)c1cc(-c2csc(N/N=C/c3ccccc3Cl)n2)on1	-3	3	·	-0.9	-2	-1	34	-0.8	5	-7
CCN(C(=O)CSc1nncn1-c1ccccc1)c1c(N)n(Cc2ccccc2)c(=O)[nH]c1=O	12	-2	i	-1.1	-1	-13	0	-0.1	1	-5
COC(=O)[C@H](CCSC)NC(=O)Nc1cc(C)ccc1C	-4	2	i	1.4	-4	1	0	-0.4	5	-6
Nc1cc(Cl)ccc1C(=O)OCC(=O)N1CCCC1	28	1	·	-1.0	0	14	-1	0.6	-2	-4
COc1ccc(NC(=O)C2CCN(S(=O)(=O)c3cccc4cccnc34)CC2)cc1	3	5	i	-0.1	-1	8	-6	0.2	6	-6
CCOc1ccc(CNC(=O)CCS(=O)(=O)c2ccc3c(c2)oc(=O)n3C)cc1	-8	0	i	0.3	1	0	1	-0.5	-1	-9
Cc1ccccc1Cn1cc(C)c(=O)[nH]c1=O	2	-2	i	3.1	-3	3	4	-1.1	-3	-3
Cc1cccc(N2CCN(C(=O)Cn3cnc4c3c(=O)n(C)c(=O)n4C)CC2)c1C	1	-1	i	-1.3	-6	3	1	-0.2	-1	3
CCCNC(=O)N1C[C@H](O)COC[C@H]2O[C@@H](CC(=O)N[C@@H]3CCN(Cc4ccccc4)C3)CC[C@@H]21	-2	4	i	-2.2	·	-4	·	-0.8	·	·
O=C1[C@@H]2C(Cc3ccc(O)cc3)NC3(C(=O)Nc4ccc(F)cc43)[C@@H]2C(=O)N1c1ccc(F)cc1 (stereo partly specified)	19	2	i	0.3	-6	-2	-9	-0.9	8	-7
C[C@]12C=CC(=O)C=C1CC[C@@H]1[C@@H]2[C@@H](O)C[C@@]2(C)[C@H]1CC[C@]2(O)C(=O)CO	6	2	i	0.5	-2	5	-4	-1.1	4	-4
O=C(Cc1ccccc1)c1nnc(-c2ccccc2)o1	2	0	i	2.0	6	5	-11	-1.0	-7	-10
O=C1C(=O)N(Cc2cccnc2)C(c2cccc([N+](=O)[O-])c2)/C1=C(\O)c1ccc2c(c1)OCCO2 (stereo unspecified)	23	-21	i	1.2	0	18	-2	0.2	8	1

Complete entries from above.
O=C(Cc1ccccc1)c1nnc(-c2ccccc2)o1 is listed with SKN-1 inh: 2; SUMO1 PPI mod: 0; Neddyl block: i; LMPTP block: 2.0; STEP inh: 6; CendR NRP1 mod: 5; DNMT1 inh: -11; Tb MetRS inh: -1.0; NadD block: -7; Scp1 inh: -10
COc1ccc(NC(=O)C2CCN(S(=O)(=O)c3cccc4cccnc34)CC2)cc1 is listed with SKN-1 inh: 3; SUMO1 PPI mod: 5; Neddyl block: i; LMPTP block: -0.1; STEP inh: -1; CendR NRP1 mod: 8; DNMT1 inh: -6; Tb MetRS inh: 0.2; NadD block: 6; Scp1 inh: -6
